From PubChem BioAssay
mIDH1 inhibitor: blocks human mutant IDH1 R132H enzyme | IDH1-R132H enzyme, NADPH consumption, diaphorase/resazurin fluorescence | 0.093% of 390,000 active | Potency, µM (doses to about 76.6 µM), for inactives: at the highest dose activity change, negative = inhibition, most hits filed as inhibitors | O75874; further: potency means the concentration at half of the fitted maximal effect; on the % scale 0 is the no-effect control and ±100 the full control effect; nearly all actives have a fitted effect of over 65% in size
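IDH1-R132H (0.5 ug/mL) preincubated 30 min with compound, then NADPH (0.016 mM) and alpha-KG (2 mM) added; 80 min at RT, pH 7.5. Remaining NADPH coupled via diaphorase/resazurin to fluorescence (540/590 nm); concentration-response curves normalized to no-enzyme control.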
LDHA block: blocks human lactate dehydrogenase A; AID 1347041; purified LDHA, NADH/diaphorase-resazurin fluorescence; hits give low values; P00338; activity change, % (values are at about 110 or 230 µM); 0.15% of 480,000 active; in the data active means activity change below about -30%; inconclusive means mostly about -25% to -30%;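 further: plate controls were DMSO wells for no effect and wells without enzyme for full effect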
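Remaining NADH was detected by diaphorase (0.133 mg/mL) converting 37 µM resazurin to fluorescent resorufin, read at 0 and 20 minutes. The preceding 5-minute room-temperature reaction used 2 nM LDHA, 0.2 mM sodium pyruvate and 0.06 mM NADH at pH 7.4.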
TrxR1 substrate: rat thioredoxin reductase 1 substrate activity | O89049 | purified TrxR1 substrate turnover, NADPH consumption readout | Potency, µM (titrated, usually from 114 µM), inactives show at the highest dose activity change, negative = substrate turnover | 0.01% of 390,000 active; further: potency means the concentration at half of the fitted maximal effect; on the % scale 0 is the no-effect control and ±100 the full control effect; nearly all actives have a fitted effect of over 50% in size
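Rat TrxR1, dispensed at 90 nM, was prereduced with 400 uM NADPH (final) for 5 min at ~22 deg C, then incubated with compound 15 min before 400 uM selenite. A first-read NADPH fluorescence drop versus no-compound background flagged substrates.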
Vif-APOBEC3F blk: Vif-A3F binding inhibition; HeLa A3F-eYFP + Vif (tagged APOBEC3F with the HIV-1 protein that degrades it), YFP fluorescence increase; Potency, µM (top dose mostly 46.1 µM), without a hit: at the highest dose activity, negative = active; 0.2% of 390,000 active; AID 602313; further: potency means the concentration at half of the fitted maximal effect; % of control where 0% means no effect; nearly all actives have a fitted effect of over 65% in size
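HeLa cells stably expressing Vif plus C-terminally eYFP-tagged A3F were seeded, incubated overnight at 37 deg C, dosed with compound, incubated overnight again at 37 deg C. Yellow fluorescence (Ex 488/Em 500-530) reported blocked Vif-mediated A3F-eYFP degradation.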
GRP78 ERSR act: induces the endoplasmic reticulum stress response in human glioma cells | 0.02% of 420,000 active | AID 602332 | Potency, µM, inactives show at the highest dose activation, most hits filed as activators | U87-MG GRP78 promoter luciferase reporter, 16 h; further: potency means the concentration at half of the fitted maximal effect; series mostly up to about 76 µM; % of control where 0% means no effect; nearly all actives have a fitted effect of over 35% in size
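ERSR induction read as luciferase luminescence (Bright-Glo, 10 min at room temperature) in stably transfected human U87-MG glioma cells exposed to compounds for 16 h, using GRP78 as sensor.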
RXFP1 agonist: agonists of human relaxin receptor RXFP1; HEK293T-RXFP1 cAMP TR-FRET, 30 min; response scale: percent of porcine relaxin response, buffer zero; Potency, µM (titrated, usually from 57.5 µM), for inactives: at the highest dose activation, hits mostly activators; 0.3% of 370,000 active; further: potency means the concentration at half of the fitted maximal effect; on the % scale 0 is the no-effect control and ±100 the full control effect; nearly all actives have a fitted effect of over 60% in size; many of its hits are not listed in these tables
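Agonist response is measured as cAMP accumulation in an RXFP1-transfected HEK293T line under PDE4 inhibition. Values are scaled between buffer-only and 29 nM porcine relaxin, and EC50s come from standard Hill equation fits.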
Vif-APOBEC3G blk: Vif-A3G binding inhibition. HeLa A3G-eYFP + Vif (tagged APOBEC3G with the HIV-1 protein that degrades it), YFP fluorescence, overnight. Potency, µM (top dose mostly 46.1 µM), for the others: at the top dose activity, negative = active, actives largely listed as inhibitors. Q9HC16. 0.076% of 410,000 active;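 further: potency means the concentration at half of the fitted maximal effect; on the % scale 0 is the no-effect control and ±100 the full control effect; nearly all actives have a fitted effect of over 60% in size; hits raise eYFP signal because A3G escapes Vif-driven loss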
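HeLa cells stably expressing Vif and C-terminally eYFP-tagged A3G, seeded overnight at 37 deg C, then exposed to compound by pintool overnight at 37 deg C. Rise in yellow fluorescence (Ex 488/Em 500-530, Acumen) marks blocked Vif-driven A3G degradation.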
PI4K2A block: PI4K2A (human) kinase inhibition; Q9BTU6; purified PI4K2A, ADP-Glo luminescence, 1 h; hits give low values; activity change, negative = inhibition, % at 76.9 µM; 0.13% of 420,000 active; AID 1346378; in the data active means activity change below about -50%; inconclusive means mostly about -30% to -49%;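 further: -100% = wells without enzyme as full effect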
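PI4K2A activity was measured by ADP-Glo luminescence: enzyme (4 ug/mL stock) and phosphatidylinositol (1.2 mM stock) in Tris pH 7.5/MgCl2/EGTA/Triton X-100 buffer were reacted with ATP (300 microM stock) for one hour at ambient temperature.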
USP1 inh: blocks the human USP1/UAF1 deubiquitinase complex; 0.23% of 390,000 active; O94782; Potency, µM (titrated, usually from 57.1 µM), inactives show at the highest dose activity change, negative = inhibition, usual class: inhibitors; recombinant USP1/UAF1, Ub-Rhodamine cleavage fluorescence; further: potency means the concentration at half of the fitted maximal effect; on the % scale 0 is the no-effect control and ±100 the full control effect; nearly all actives have a fitted effect of over 60% in size; inactives centre near -12
Target sequence (O94782 whole entry, looked up): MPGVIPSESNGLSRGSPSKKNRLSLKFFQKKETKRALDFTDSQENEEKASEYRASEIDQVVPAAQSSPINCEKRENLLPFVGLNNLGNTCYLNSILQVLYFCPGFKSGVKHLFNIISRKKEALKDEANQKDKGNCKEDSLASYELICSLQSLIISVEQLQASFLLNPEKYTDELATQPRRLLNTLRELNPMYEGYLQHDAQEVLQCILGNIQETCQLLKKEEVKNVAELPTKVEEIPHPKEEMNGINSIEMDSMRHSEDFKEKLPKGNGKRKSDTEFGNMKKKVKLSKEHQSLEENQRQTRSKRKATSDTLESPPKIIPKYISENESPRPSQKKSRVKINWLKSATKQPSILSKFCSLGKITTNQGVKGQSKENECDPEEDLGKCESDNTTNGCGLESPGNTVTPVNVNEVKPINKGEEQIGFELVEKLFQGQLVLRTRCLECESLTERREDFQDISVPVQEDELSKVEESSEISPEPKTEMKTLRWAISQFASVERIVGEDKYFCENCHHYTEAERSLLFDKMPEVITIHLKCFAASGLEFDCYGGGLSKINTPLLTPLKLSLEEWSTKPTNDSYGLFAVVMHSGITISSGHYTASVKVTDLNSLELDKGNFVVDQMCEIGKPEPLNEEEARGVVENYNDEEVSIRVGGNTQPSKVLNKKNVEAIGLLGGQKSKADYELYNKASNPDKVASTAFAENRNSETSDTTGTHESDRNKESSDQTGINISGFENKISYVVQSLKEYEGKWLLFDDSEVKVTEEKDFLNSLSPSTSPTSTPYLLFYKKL
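USP1/UAF1 complex at 1 nM was preincubated with compound for 15 min at room temperature, then Ub-Rho substrate (150nM final) was added. Fluorescence (480/540 nm) was read kinetically, 6 reads every 60 seconds.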
* hit, by the source's call; ? = inconclusive; nt = not tested or not shown; [ ] = remark or other dose. Unless noted, the call rests on the fitted dose curve; in most records, active means well fitted curve in the direction sought with a large enough effect; inconclusive means small, poorly fitted or top-dose-only effect, or another doubt; inactive means no such curve, though single readings can be large; an effect the other way counts as inactive or inconclusive.

Every second line gives: RXFP1 agonist	TrxR1 substrate	GRP78 ERSR act	mIDH1 inhibitor	Vif-APOBEC3G blk	PI4K2A block	Vif-APOBEC3F blk	LDHA block	USP1 inh
1) COc1ccc(CCNC(=S)NC(=O)c2ccccc2)cc1OC
 : -0.8%	6%	-1%	4%	4%	1	-9%	-7	-10%
2) CC(NO)/C(=N\O)c1cccs1 (configuration not stated)
 : -1.7%	0%	-4%	0%	-1%	0	-15%	-8	0%
3) O=[N+]([O-])c1cccc(CN2[C@@H](Cc3ccccc3)COCCS2(=O)=O)c1
 : nt	4%[57.1 µM]	-7%	6%	-2%	5	4%	-2	-26%
4) CCCSc1nc(N)c2c3c(sc2n1)CN(C)CC3
 : 2.8%	47%[activator]	4%	10%	-3%	0	-7%	4	-21%
5) COc1ccc(Cl)cc1NC(=O)CN(C)C(=O)c1cn2ccccc2n1
 : 2.8%	6%	-3%	4%	?	1	-27%	-2	-12%
6) Cc1ccc(N(C)S(=O)(=O)c2cccc(C(=O)Nc3ccc(C)cn3)c2)cc1
 : -0.1%	-6%	0%	2%	-1%	-4	-8%	-1	-16%
7) NC(=O)CSc1nccn1Cc1ccc(Cl)cc1
 : 0.1%	2%[57.1 µM]	-1%	0%	2%	0	1%	-5	2%
8) CCOC(=O)COc1ccc(/C=C/[N+](=O)[O-])c(OCC(=O)OCC)c1
 : 2.8%	3%	-7%	1%	-25%	-9	-1%	-1	1%
9) CCNc1ccc(C(=O)N/N=C/c2c(C)nn(-c3ccccc3)c2N2CCCC2)cc1[N+](=O)[O-]
 : 1.0%	2%	-3%	3%	-4%	-3	-15%	-5	-17%
10) CN(C)c1ccccc1C(=O)N1CCC(n2nccc2NC(=O)C2CC2)CC1
 : -0.9%	7%	1%	4%	5%	1	-10%	0	-13%
11) S=c1[nH]nc(-c2ccccn2)n1/N=C/c1ccc(Cl)cc1
 : 3.0%	7%[57.1 µM]	-3%	8%	4%	-10	4%	0	-11%
12) NC(=O)C1CCN(c2nc(-c3ccccc3)nc3c2oc2ccccc23)CC1
 : 2.3%	16%	-3%	5%	1%	-2	-7%	-3	2%
13) COc1cc(CN2CCC(C(=O)NC(C)(C)C)CC2)ccc1OCc1ccccc1
 : nt	nt	3%	1%	-1%	-2	-8%	-17	-19%
14) COc1cc2[nH]c(=S)n(C3CCCC3)c(=O)c2cc1OC
 : 1.3%	-1%	-2%	10%	6%	-2	0%	-3	-6%
15) C/C(=N\Nc1nc2ccccc2[nH]1)c1ccc(Cl)s1
 : -0.5%	6%[57.1 µM]	?	16%	-20%	-8	1%	-2	-14%
16) O=C(O)COc1c(F)c(F)c(C(F)(F)F)c(F)c1F
 : 0.3%	9%	-4%	2%	1%	-4	2%	-2	-26%
17) CC(C)c1ccc(O)c(NC(=O)c2cccnc2)c1
 : -0.5%	2%	1%	12%	3%	-6	-4%	3	-7%
18) COc1cccc(OCc2nc3c4cnn(-c5ccccc5)c4ncn3n2)c1
 : 1.0%	30%	-5%	3%	1%	-1	-3%	2	-7%
19) O=C(O)CN1C(=O)/C(=C2\SC(=S)N(C(Cc3ccccc3)C(=O)O)C2=O)c2ccccc21 (configuration not stated)
 : -3.6%	-11%[57.1 µM]	-4%	11%	0%	0	7%	18	-10%
20) NC(=O)CC1NC(=O)c2cc([N+](=O)[O-])cc(I)c2OCCC(C(N)=O)NC(=O)[C@@H]2CCCN2C1=O (some centres not stated)
 : 0.2%	-3%	-5%	6%	-1%	0	2%	1	-12%
21) COc1ccc(NC(=O)C2CCN(S(=O)(=O)c3ccc(N4CCCC4=O)cc3)CC2)c(OC)c1
 : -5.7%	4%	-6%	2%	1%	0	0%	0	-20%
22) CN(CC(=O)Nc1sc2c(c1C#N)CCCCC2)Cc1nc2ccccc2c(=O)[nH]1
 : -0.3%	6%[57.1 µM]	-3%	10%	-1%	-11	5%	-5	-25%
23) CCc1nn(CC(=O)NCCCc2ccccc2)c(=O)c2cc3ccccc3n12
 : 8.7%	14%	0%	-12%	2%	-1	1%	-13	-25%
24) CC(C)c1ccccc1NC(=O)Cn1c(/C=C/c2ccccc2)nc2ccccc21
 : 0.0%	62%[activator]	8%	0%	-16%	134	-27%	-4	-12%
25) CCc1cc2ccc(OC)cc2nc1SCC(=O)NNC(C)=O
 : 0.4%	8%[57.1 µM]	-5%	8%	-1%	1	-5%	-3	-8%
26) COc1cc(/C=N/NC(N)=S)ccc1OCC(=O)Nc1ccc(C)c(C)c1
 : 1.0%	33%	-1%	4%	-11%	-12	nt	-1	-24%
27) COc1ccc(C2=NOC3(CC(=O)N(c4ccc5ccccc5c4)C3=O)C2)c(OC)c1 (configuration not stated)
 : 0.2%	6%	-2%	7%	2%	-1	1%	-5	-4%
28) Cc1cccc(N2C(=O)/C(=C/c3ccccn3)SC2=S)c1
 : -0.1%	-5%	-6%	-4%	-1%	0	12%	-13	-9%
29) CN1CCC(=NOc2ccc([N+](=O)[O-])cc2)CC1
 : -1.4%	-2%[57.1 µM]	1%	0%	-5%	-5	7%	-7	-12%
30) CCn1c(C)nc2cc(S(N)(=O)=O)ccc21
 : -1.6%	6%[57.1 µM]	-2%	-4%	0%	-2	?	-1	-6%
31) COC(=O)/C=C1\SC(=NC(=O)c2cccc([N+](=O)[O-])c2)NC1=O
 : -0.2%	-1%	-4%	-3%	-1%	3	-6%	3	-22%
32) CCOC(=O)c1nc(NNC(C)=O)sc1C
 : 0.6%	-2%[57.1 µM]	2%	7%	-2%	-1	-14%	12	-8%
33) Oc1ccc(/C=N/NC2=NCCCCC2)c(O)c1
 : 0.1%	-3%	-5%	5%	-1%	1	5%	7	-18%
34) CCOC(=O)c1ccc(S(=O)(=O)N(CCO)Cc2cc3cc(OC)c(OC)cc3[nH]c2=O)cc1
 : 1.0%	4%	-4%	-2%	-1%	5	13%	0	-17%
35) CCn1c(=O)c2c(nc3n2CCN3c2ccccc2)n(C)c1=O
 : 16%	4%	-1%	2%	0%	3	-15%	-13	-14%
36) CN(Cc1ccccc1)C(=O)COC(=O)Cn1cnc2ccccc21
 : 0.0%	5%[57.1 µM]	-5%	1%	0%	3	9%	-9	-15%
37) Cc1ccc(Cc2cnc(NC(=O)/C(C#N)=C/c3ccc(-c4cccc([N+](=O)[O-])c4)o3)s2)cc1
 : -0.9%	1%	-4%	-1%	2%	15	nt	-8	6%
38) N/C(=N\OC(=O)COc1ccccc1)c1ccccn1
 : 6.2%	1%	1%	3%	3%	8	1%	-6	-7%
39) CCCCCc1nnc(NC(=O)C(=O)OCC)s1
 : 1.0%	5%[57.1 µM]	0%	7%	0%	2	0%	-7	-6%
40) Cc1cc(-c2nnc(-c3cccc(Cl)c3)o2)no1
 : 0.0%	8%[57.1 µM]	0%	4%	1%	-3	-7%	-14	1%
41) Cn1c(O)c(/C=N/NC(=O)c2cc3ccccc3cc2O)c2ccccc21
 : 5.4%	-5%	10%	5%	?	5	?	-1	?
42) Cc1cc(C)n2nc(SCc3ccccc3)nc2n1
 : 4.1%	1%	6%	4%	0%	6	-2%	-1	-7%
43) CCOC(=O)C1(Cc2cccc(OC)c2)CCN(C/C=C/c2ccc(OC)cc2)CC1
 : 0.0%	-13%	-6%	1%	0%	0	4%	1	0%
44) COc1ccc(/C=c2/sc3nc(-c4ccccc4)c(-c4ccccc4)n3c2=O)cc1
 : 0.8%	-11%	-3%	3%	2%	6	-3%	0	-17%
45) CC(C)(O)C1=NOC(c2ccccc2)C1 (configuration not stated)
 : 0.0%	0%	-3%	1%	1%	6	?	-2	6%
46) C[C@@H]1CN([C@H](C)CO)C(=O)CCCn2nncc2CO[C@@H]1CN(C)C(=O)c1ccc(N2CCN(C)CC2)cc1
 : nt	nt	-4%	-6%	0%	-16	0%	4	-19%
47) O=c1[nH]c2cccnc2c2ccsc12
 : 16%	-2%[57.1 µM]	-3%	8%	0%	7	1%	-2	-5%
48) CC(C)NC(=S)N/N=C/c1c[nH]c2ccccc12
 : -0.2%	-9%	5%	0%	-5%	-1	-7%	-1	-4%
49) CCOC(=O)C(CC)Sc1ncnc2c1c(-c1ccccc1)cn2-c1ccc(OC)cc1 (configuration not stated)
 : -0.1%	13%[2.29 µM]	-3%	-10%	-3%	3	1%	-3	-9%
50) N#Cc1ccc(-c2nc3ccccc3nc2-c2ccccc2)cc1C#N
 : 0.5%	5%	-2%	5%	-3%	-4	4%	-2	-18%
51) CCC(C(=O)NNC(=O)c1cnccn1)c1ccccc1 (configuration not stated)
 : 2.9%	-8%	-4%	3%	0%	4	-8%	-2	-4%

Some of the compounds tested. The share of hits here may be higher or lower than overall.
